Fam108B counter: Fam108B inhibition, counter-screen for RBBP9 inhibitors | recombinant Fam108B, FP-Rh probe fluorescence polarization | inhibition, % at 9.51 µM | 0.33% of 300,000 active;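 active means inhibition above the screen mean inhibition plus 3 SD, computed separately per campaign, cut at about 18% in these data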;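 further: inhibitors lower polarization as less probe binds the enzyme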
GLD-1 TGE inh: GLD-1-TGE RNA interaction inhibition (C. elegans). purified GLD-1 + fluorescein TGE RNA, fluorescence polarization. inhibition, % at 5.96 µM. 0.44% of 320,000 active. Q17339. AID 2280;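 active means percent inhibition above a per-plate cutoff, the plate mean of test compounds plus 3 SD, cut at about 30% in these data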;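 further: 0% = DMSO wells with GLD-1 and probe and 100% = wells lacking GLD-1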
VLA-4 inh: inhibition in a human VLA-4 binding assay; P13612; VLA-4 expressing cells, ligand binding flow cytometry; inhibition, % (about 7 µM as worked out from the volumes in the protocol); 0.2% of 330,000 active; in the data active means inhibition above about 50%
PME-1 primary: blocks human protein phosphatase methylesterase 1; Q9Y570; recombinant PME-1, FP-Rh probe fluorescence polarization; inhibition, % at 5.9 µM; 0.53% of 320,000 active; AID 2130;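 active means inhibition above the campaign mean of all compounds plus 3 SD, cut at about 26% in these data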;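 further: competitive labeling of PME-1 active site by serine hydrolase directed probe; 0% = PME-1 with DMSO and 100% = wells lacking PME-1 enzyme; inhibitors block probe labeling so polarization falls and inhibition rises; many of its hits are not listed in these tables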
MEX-5 binding: C. elegans MEX-5 TCR-2 RNA binding activity | activity score (negative = inhibition of binding), % at 10 µM | MEX-5/FITC-TCR2 RNA binding, fluorescence polarization; stronger effect = lower value | 0.38% of 300,000 active | AID 1832 | Q9XUB2;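 active means inhibition past about -25% in most replicates, and total fluorescence under double the plate's negative control median, limit read from the data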;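 further: 0% = DMSO and -100% = 5 µM competing unlabeled TCR2 RNA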
GRK2 inh: human GRK2 inhibition via aptamer displacement | P25098 | bead flow cytometry, FAM-aptamer displacement from GRK2 | inhibition of aptamer binding, % at 10 µM | 0.59% of 330,000 active | AID 488847;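 active means inhibition of aptamer binding above 40%, roughly 3 SD of noise, on plates passing a quality check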;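 further: median bead fluorescence of bound FAM aptamer so fluorescent compounds give negative values; no value below 0 was filed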
Efflux pump mplx: inhibitors of Candida antifungal efflux pumps expressed in yeast; 0.44% of 330,000 active; S. cerevisiae Candida pump triplex, Nile Red efflux; inhibition, % at 10 µM;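 active means plate passing quality check with inhibition over a set limit, or well fluorescence over plate mean plus 4 SD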;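 further: Nile Red retained in pooled yeast measured as flow cytometry median fluorescence; 0% = buffer negative control and 100% = Enniatin B positive control; higher means more Nile Red kept so more efflux inhibition; some compounds called inactive have numbers as strong as hits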
BCLXL inh: inhibitors of human Bcl-xL; Q07817; GST-Bcl-xL / FITC-Bim BH3 peptide fluorescence polarization; inhibition, % at 10.9 µM; 0.7% of 320,000 active; AID 2129;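 active means inhibition above the mean of all tested compounds plus 3 SD, cutoff set per campaign, cut at about 30% in these data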;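 further: 0% = DMSO wells and 100% = unlabeled Bim-BH3 peptide competitor; inhibitors lower millipolarization by displacing the labeled peptide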
MCL1 BIM primary: disrupts human MCL1 binding to BIM-BH3 peptide | 0.68% of 320,000 active | Q07820 | GST-MCL1 / FITC-Bim-BH3 fluorescence polarization | inhibition, % at 10.9 µM | AID 2057;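 active means inhibition above the mean inhibition of all tested compounds plus 3 SD, set per campaign, cut at about 40% in these data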;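 further: 0% = DMSO wells and 100% = unlabeled Bim-BH3 peptide control; higher means more loss of mP so more displacement of Bim peptide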
Numbers without * were called inactive; nt = not tested or not shown.

nr	canonical_smiles	Fam108B counter	GLD-1 TGE inh	VLA-4 inh	PME-1 primary	MEX-5 binding	GRK2 inh	Efflux pump mplx	BCLXL inh	MCL1 BIM primary
1	O=C1CSC(=S)N1N1C(=O)c2cccc([N+](=O)[O-])c2C1=O	1	5	6	-2	-28*	13	-0.1	19	31
2	O=C(COc1ncnc2ccccc12)NCC1CCCO1 (stereo not given)	3	6	3	1	2.1	1	-0.1	1	-6
3	CC(=O)Nc1ccc(S(=O)(=O)NC2CC(=O)N(c3cccc(F)c3)C2)cc1 (stereo not given)	0	-3	1	8	0.8	0	-0.1	0	-5
4	CCC(C(=O)Nc1nccs1)(C(F)(F)F)C(F)(F)F	-3	-1	-4	1	0.8	0	-0.6	-3	-2
5	COC(=O)c1cc(OC)nc2c1c(=O)n(C)c(=O)n2C	-9	5	-5	-2	1.2	0	9.6*	5	4
6	Cc1nc(C)n(CC(O)COc2ccc3cc(Br)ccc3c2)n1 (stereo not given)	-6	4	4	-2	nt	0	0.8	-1	-13
7	O=C(Nc1ccc2ccccc2n1)c1ccc(Cl)cc1	1	2	2	-1	-0.1	18	0.2	2	6
8	COc1cc(C(=O)N2CCCc3ccccc32)c([N+](=O)[O-])cc1OC	-1	6	14	-7	3.2	1	0.0	-2	-4
9	COc1ccc(C(=O)OCC(=O)Nc2cc(C)on2)cc1S(=O)(=O)N1CCOCC1	-2	2	-6	-2	2.9	0	-0.1	-7	-5
10	CC1CCC2(CC1)NC(=O)N(CC(=O)Nc1ccc3c(c1)OCO3)C2=O (stereo not given)	nt	5	0	nt	nt	2	-0.2	nt	nt
11	Cc1nc(SCc2ccc(C#N)cc2)n[nH]1	4	-7	0	-11	-1.0	0	0.1	0	3
12	COc1ccc(C(C(=O)NCC2CCCO2)N(Cc2ccccc2)C(=O)c2snc(C(N)=O)c2N)cc1OC (stereo not given)	5	10	-3	-3	0.3	0	0.0	7	1
13	COCCn1c(SCC(=O)Nc2ccccc2)nc2c1c(=O)[nH]c(=O)n2C	-1	1	-22	1	2.6	6	-0.2	6	-1
14	O=C(CS(=O)(=O)c1cn(Cc2ccc(Cl)cc2)c2ccccc12)N1CCOCC1	-1	10	2	-1	2.8	0	0.1	3	2
15	O=C1/C(=C/c2cccs2)SC(=S)N1NS(=O)(=O)c1ccccc1	-3	-11	5	6	-6.0	3	-0.1	6	11
16	O=C(Nc1ccon1)c1cccc(S(=O)(=O)N2CCCC2)c1	-2	-4	26	-1	2.0	1	0.1	2	-3
17	Cn1nccc1C(=O)NC1CC(C)(C)Cc2c1cnn2-c1ccc(F)cc1 (stereo not given)	8	2	10	9	1.3	7	0.3	2	5
18	CC(=O)c1c(C)[nH]c(C(=O)COC(=O)c2ccc(Cl)nc2)c1C	nt	3	6	6	nt	3	-0.1	1	6
19	O=C(c1cccs1)N1CCCC(c2ccccc2)C1 (stereo not given)	-2	4	17	12	0.8	0	0.1	5	-3
20	O=C(O)CC(NC(=O)c1ccccc1NC(=O)c1ccccc1)C(=O)O (stereo not given)	-2	-6	-9	-4	1.8	1	0.1	6	-5
21	CC(=O)Nc1ccc(C(=O)Cn2c3[n+](c4c(F)c(F)ccc42)CCCCC3)cc1	-2	1	10	2	3.0	2	-0.2	5	-4
22	C=CCSc1nnc(-c2cc3c(C(F)(F)F)nn(C)c3s2)n1C	-2	1	-2	-6	1.6	5	0.1	-2	-2
23	Cc1nn(C)cc1C(=O)c1ccccc1	-1	1	1	-5	-0.3	0	-0.1	2	0
24	CC(=O)Nc1cc(C(=O)N(C)Cc2ccco2)ccc1Sc1ccc(C)cc1	0	3	-1	-3	0.6	3	-0.2	3	-6
25	CC(=O)c1cccc(NC(=S)NC(=O)c2ccccc2)c1	-3	10	12	-2	1.7	1	0.4	9	18
26	Cc1ccc(C)c(OCC(=O)NCCNC(=O)COc2cc(C)ccc2C)c1	3	6	-4	5	-2.1	0	-0.1	5	4
27	NC(=O)CSc1oc(-c2ccc(F)cc2)nc1S(=O)(=O)c1ccccc1	6	-2	10	5	-1.0	5	0.1	-18	-16
28	COC(=O)c1sccc1S(=O)(=O)Nc1ccc(C)cc1	-1	4	5	-3	0.7	1	-0.2	1	-3
29	O=C1OCc2cccc([N+](=O)[O-])c21	-3	7	8	-4	-1.1	1	0.4	0	0
30	C[C@@H]1CN([C@H](C)CO)C(=O)c2cc(NC(=O)Cc3cn(C)c4ccccc34)ccc2O[C@H]1CN(C)C(=O)Nc1ccc2c(c1)OCO2	nt	-2	20	nt	nt	5	-0.2	nt	nt
31	OCCOCCNc1ncnc2sc(-c3ccccc3)cc12	-1	5	-3	-2	-0.3	5	-0.4	9	5
32	COc1ccc(N2C(=O)C3C(c4ccc(C(=O)O)cc4)NC(Cc4ccccc4)(C(=O)O)C3C2=O)c([N+](=O)[O-])c1 (stereo not given)	8	5	1	1	-1.5	4	-0.1	4	5
33	CSc1nsc(/C=C/Nc2cccc(Cl)c2)c1C#N	2	-13	-15	15	nt	11	0.0	-14	-20
34	CCOC(=O)N1CCN(S(=O)(=O)c2cc(C)c(C)cc2C)CC1	0	7	0	-1	1.0	2	0.0	3	-4
35	COCCCN1C(=O)C(=O)/C(=C(/O)c2ccc(OC(C)C)cc2)C1c1ccncc1 (stereo not given)	-1	-2	6	2	1.2	0	0.1	1	-5
36	CC(C)C[C@H]1CN=C(Nc2ccccc2)N1CC1CCCCC1	2	4	4	0	0.4	0	-0.1	0	0
37	C=C1SC(=Nc2c(C)cccc2Cl)N(C(=O)c2sc3ccccc3c2Cl)C12CCCCC2	0	-3	9	-1	2.4	2	0.0	0	4
38	CCc1noc(C)c1C(=O)NNC(=O)c1nn(C)c(=O)c2ccccc12	nt	4	9	2	nt	2	0.2	-1	6
39	CCCc1n[nH]c(=O)c2c1nnn2Cc1ccccc1	-1	7	13	-2	3.0	0	0.0	0	-3
40	Cc1[nH]c(C)c(S(=O)(=O)N2CCN(c3ccccc3)CC2)c1C(=O)N1CCCC1	-6	6	4	-3	5.3	0	0.0	8	1
41	CCN1CCCC1CN(Cc1cc2ccc(C)cc2[nH]c1=O)C(=S)Nc1ccccc1OC (stereo not given)	3	3	8	-4	4.6	2	0.1	7	7
42	CC(=O)Nc1ccc(/C=C2\Sc3ccccc3C2=O)cc1	-2	-11	-15	-5	-0.4	0	-0.1	-8	-11
43	O=C(O)c1ccc(O)cc1O	nt	1	15	-6	nt	0	-0.1	7	3
44	CC1CCCCN1C(=S)NCc1ccco1 (stereo not given)	2	2	4	-2	-1.7	3	0.1	0	3
45	CC(=O)NC12CC3CC(C1)CC(C(=O)N1CCN(S(=O)(=O)c4ccc(Cl)s4)CC1)(C3)C2	-3	-2	-4	5	-3.3	1	-0.2	2	4
46	CCCCCCCCNC(=O)/C(C#N)=C/c1ccccc1[N+](=O)[O-]	-4	25	15	-6	-1.8	6	-0.8	27	25
47	CCOC(=O)Cc1csc(SCC(=O)N(CC(C)C)c2c(N)n(Cc3ccccc3)c(=O)[nH]c2=O)n1	-1	1	2	-3	0.0	0	-0.1	3	-4
48	O=C(COC(=O)c1cccc(Br)c1)NCc1ccco1	nt	1	12	nt	nt	2	0.1	nt	nt
49	Cc1nc2ccccc2c(=O)n1NC(=O)c1ccccc1	-1	0	-9	-4	-1.1	0	0.1	5	10
50	CCc1cc(=O)oc2cc(C)cc(OC(C)C(=O)NC(Cc3c[nH]c4ccc(O)cc34)C(=O)O)c12 (stereo not given)	-3	1	-13	10	-5.7	5	-0.2	5	5
51	O=C(NCCC1CCCCN1S(=O)(=O)c1ccccc1)C(=O)NC1CC1 (stereo not given)	2	5	3	5	-3.0	1	-0.1	0	-4
52	COc1ccc(C2CC(c3ccccc3)=NN2c2ccc(Cl)c(C(=O)O)c2)cc1 (stereo not given)	3	-3	0	9	0.5	5	0.1	17	8
53	Cn1c(=O)n(C)c2cc(N3CCCCC3)c(NC(=O)c3ccccc3)cc21	-3	4	0	1	-1.5	4	0.0	7	3

A draw from above in order of length of the SMILES, smallest number first.
nr	canonical_smiles	Fam108B counter	GLD-1 TGE inh	VLA-4 inh	PME-1 primary	MEX-5 binding	GRK2 inh	Efflux pump mplx	BCLXL inh	MCL1 BIM primary
31	OCCOCCNc1ncnc2sc(-c3ccccc3)cc12	-1	5	-3	-2	-0.3	5	-0.4	9	5
42	CC(=O)Nc1ccc(/C=C2\Sc3ccccc3C2=O)cc1	-2	-11	-15	-5	-0.4	0	-0.1	-8	-11
26	Cc1ccc(C)c(OCC(=O)NCCNC(=O)COc2cc(C)ccc2C)c1	3	6	-4	5	-2.1	0	-0.1	5	4
52	COc1ccc(C2CC(c3ccccc3)=NN2c2ccc(Cl)c(C(=O)O)c2)cc1 (stereo not given)	3	-3	0	9	0.5	5	0.1	17	8
50	CCc1cc(=O)oc2cc(C)cc(OC(C)C(=O)NC(Cc3c[nH]c4ccc(O)cc34)C(=O)O)c12 (stereo not given)	-3	1	-13	10	-5.7	5	-0.2	5	5

In a second layout: 4 of the compounds above
Fields: Fam108B counter, GLD-1 TGE inh, VLA-4 inh, PME-1 primary, MEX-5 binding, GRK2 inh, Efflux pump mplx, BCLXL inh, MCL1 BIM primary
50) CCc1cc(=O)oc2cc(C)cc(OC(C)C(=O)NC(Cc3c[nH]c4ccc(O)cc34)C(=O)O)c12 (stereo not given)
    -3, 1, -13, 10, -5.7, 5, -0.2, 5, 5
51) O=C(NCCC1CCCCN1S(=O)(=O)c1ccccc1)C(=O)NC1CC1 (stereo not given)
    2, 5, 3, 5, -3.0, 1, -0.1, 0, -4
52) COc1ccc(C2CC(c3ccccc3)=NN2c2ccc(Cl)c(C(=O)O)c2)cc1 (stereo not given)
    3, -3, 0, 9, 0.5, 5, 0.1, 17, 8
53) Cn1c(=O)n(C)c2cc(N3CCCCC3)c(NC(=O)c3ccccc3)cc21
    -3, 4, 0, 1, -1.5, 4, 0.0, 7, 3

A portion of the library; count on the stated rates, not on these rows.
